High-throughput results as filed in PubChem.
TAAR1 antagonist = antagonists of human TAAR1; CHO RD-HGA16 TAAR1, Fluo-8 calcium fluorescence, antagonist; Q96RJ0; inhibition, % at 3 µM; AID 624466; 1.5% of 360,000 active;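 active = inhibition above a per-plate cutoff, the mean inhibition of test compounds on that plate plus 3 SD, cut at about 49% in these data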;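 note: 0% = DMSO plus EC80 beta-PEA response and 100% = DMSO alone without agonist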
Target sequence (Q96RJ0 whole entry, looked up): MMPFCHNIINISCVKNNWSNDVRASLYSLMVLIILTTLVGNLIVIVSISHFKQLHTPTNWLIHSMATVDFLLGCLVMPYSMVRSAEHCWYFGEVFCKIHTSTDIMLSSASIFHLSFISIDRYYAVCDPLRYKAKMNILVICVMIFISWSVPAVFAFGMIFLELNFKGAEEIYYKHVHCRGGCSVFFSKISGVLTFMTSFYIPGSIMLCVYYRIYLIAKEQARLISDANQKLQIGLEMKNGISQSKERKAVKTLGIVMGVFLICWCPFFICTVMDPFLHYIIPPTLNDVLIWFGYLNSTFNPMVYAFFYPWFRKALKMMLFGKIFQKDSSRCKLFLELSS
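System: RD-HGA16 CHO cells with stable hTAAR1 and Gα16 | Probe or stimulus: EC80 β-phenethylamine stimulus | Dosing: 3 µM, single point | Times: Dye loading 75 min at 37 °C, then 30 min room temperature | Measured by: Fluo-8 calcium-sensitive fluorescence | Read-out basis: % inhibition of agonist calcium response | Replicates: n of 1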
TAAR1 agonist = agonists of human TAAR1; Q96RJ0; CHO RD-HGA16 TAAR1, Fluo-8 calcium fluorescence; vehicle wells 0%, saturating PEA agonist 100%; activation, % at 3 µM; 0.99% of 360,000 active; AID 624467;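 active = activation above the mean activation of all test compounds in the run plus 3 SD, cut at about 38% in these data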
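Repeats: no replicates (n 1) | Material: CHO-derived RD-HGA16 cells with stable Gα16 and human TAAR1 | Technique: Kinetic Fluo-8 calcium fluorescence | Schedule: 17-24 h seeding, 75 min 37 °C dye, 30 min RT | Evaluation: % activation from peak over basal fluorescence ratio, DMSO-to-PEA scaled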
M1 ag = agonists of human M1 muscarinic receptor. P11229. CHO-K1 hM1, Fluo-8 calcium fluorescence, agonist mode; 0% DMSO, 100% acetylcholine EC100. activation, % at 3 µM. 0.33% of 360,000 active. AID 588814;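 active = activation above the run's mean compound activation plus 3 SD, cut at about 16% in these data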;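 note: peak over basal fluorescence ratio within a 140 s kinetic read after compound addition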
Target sequence (P11229 whole entry, looked up): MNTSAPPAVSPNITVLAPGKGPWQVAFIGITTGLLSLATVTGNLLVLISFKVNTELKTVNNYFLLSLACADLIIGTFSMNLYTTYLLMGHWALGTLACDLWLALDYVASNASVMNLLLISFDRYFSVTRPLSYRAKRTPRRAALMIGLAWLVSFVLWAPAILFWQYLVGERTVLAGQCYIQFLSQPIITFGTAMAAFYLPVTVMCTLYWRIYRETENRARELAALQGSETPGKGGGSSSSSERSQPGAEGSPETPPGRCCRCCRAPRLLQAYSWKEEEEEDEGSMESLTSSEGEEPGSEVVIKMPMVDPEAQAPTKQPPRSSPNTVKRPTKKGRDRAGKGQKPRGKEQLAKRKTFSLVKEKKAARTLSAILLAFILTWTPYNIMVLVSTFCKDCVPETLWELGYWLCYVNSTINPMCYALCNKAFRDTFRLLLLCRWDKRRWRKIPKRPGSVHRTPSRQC
CHO-K1 Ca antag = counter-screen for M1 antagonists: effect in parental CHO-K1 cells | ATP-induced calcium, Fluo-8 fluorescence | inhibition, % at 3 µM | 0.6% of 360,000 active;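 active = inhibition above a per-plate cutoff, the plate's mean sample inhibition plus 3 SD, cut at about 24% in these data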;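 note: 0% = DMSO plus EC80 ATP and 100% = DMSO alone without ATP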
CHO parental Ca = counter-screen for OX1R antagonists: effect in parental CHO cells. parental CHO-K1, ATP-induced calcium, Fluo-8 fluorescence. 0.63% of 330,000 active. inhibition, % at 5.6 µM. AID 463079;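 active = inhibition above that plate's mean sample inhibition plus 3 SD, cut at about 26% in these data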;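 note: 0% = ATP-challenged DMSO wells and 100% = DMSO wells without ATP; some compounds past the cut are filed as inactive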
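Test system: parental CHO cells; detection: calcium-sensitive Fluo-8 fluorescence; evaluation: percent inhibition of calcium signal; also added: ATP as calcium-mobilizing challenge; repeats: one well per compound; control set: ATP-challenged DMSO wells low, unchallenged DMSO wells high; compound: single nominal dose of 5.6 µM per compound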
M1 PAM = human CHRM1 positive allosteric modulation; P11229; CHO-K1 hM1, Fluo-8 calcium fluorescence, ACh EC20; 0% = ACh EC20, 100% = maximal ACh; activation, % at 3 µM; 0.088% of 360,000 active; AID 588819; in the data active = activation above about 19%, passing the limit was not always enough
M1 PAM parental = counter-screen for M1 PAMs: effect in parental CHO-K1 cells. ATP EC20, Fluo-8 calcium fluorescence; 0% at ATP EC20, 100% at ATP max. activation, % at 3 µM. 0.02% of 360,000 active. AID 602247;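 active = activation above the run cutoff, the mean activation of all test compounds plus 3 SD, cut at about 40% in these data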;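 note: peak over basal fluorescence ratio in a 140 s read after ATP addition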
CHO-K1 Ca ag = counter-screen for M1 agonists: effect in parental CHO-K1 cells; Fluo-8 calcium fluorescence; scaled to maximal ATP response, vehicle zero; activation, % at 3 µM; 0.48% of 360,000 active; AID 602248; in the data active = activation above about 15%;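 note: untransfected CHO-K1 host cells lacking M1 receptor as counterscreen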
M1 antag = antagonists of human M1 muscarinic receptor | CHO-K1 hM1, Fluo-8 calcium fluorescence, ACh EC80 antagonist | P11229 | 1.3% of 360,000 active | inhibition, % at 3 µM;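 active = percent inhibition above its own plate's cutoff, namely the mean of that plate's compound wells plus 3 SD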;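 note: peak over basal fluorescence ratio during 140 s after agonist addition; 0% = ACh EC80 plus DMSO and 100% = DMSO alone without agonist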
* hit, by the source's call; x = not tested or not shown.

molecule | TAAR1 antagonist | TAAR1 agonist | M1 ag | CHO-K1 Ca antag | CHO parental Ca | M1 PAM | M1 PAM parental | CHO-K1 Ca ag | M1 antag
O=C(CSc1n[nH]c(=O)n1-c1ccccc1)Nc1ccccc1C(F)(F)F | 4 | 6 | -3 | -11 | -14 | 9 | 15 | 0.8 | -15
O=C(Nc1ccccc1Cl)c1cc2ccccc2o/c1=N\O | 4 | 7 | -5 | 9 | -18 | 5 | -6 | 1.4 | -10
O=C(NCCc1ccccc1)C1CCN(C(=O)c2sccc2-n2cccc2)CC1 | -4 | 22 | -1 | -8 | -8 | -1 | 21 | 2.4 | -5
CCCc1c(C(=O)N/N=C/C2CC=CCC2)nnn1-c1nonc1N (stereo unspecified) | -35 | 6 | 3 | 12 | x | 14 | -11 | 0.0 | -10
COc1ccc(Oc2cn[nH]c2-c2ccc(OC)cc2O)cc1 | -6 | -1 | -5 | -14 | 0 | -4 | 8 | 0.7 | 14
O=C(Nc1ccncc1)C1CCC(CNS(=O)(=O)c2cccc3nsnc23)CC1 (stereo unspecified) | 5 | 6 | -5 | -12 | 3 | -6 | 5 | 4.9 | -10
CCOc1ccc(Br)cc1S(=O)(=O)Nc1ccc(S(=O)(=O)Nc2cc(C)on2)cc1 | -7 | 0 | -2 | -12 | -11 | 11 | 14 | 0.8 | -2
O=C(CCN1C(=O)/C(=C/c2ccc(Cl)cc2)SC1=S)Nc1ccc(C(=O)O)cc1 | -14 | 12 | 0 | -4 | -1 | 4 | 10 | 1.2 | -6
Cc1nn(CC(=O)N2CCCC2)c(=O)c2nn(-c3ccccc3)c(C)c12 | -41 | 2 | -2 | -6 | -5 | 0 | 4 | 0.5 | 3
CC(=O)N(CC1CCCO1)c1nnc(-c2ccccn2)s1 (stereo unspecified) | 9 | 10 | -2 | -3 | -28 | -1 | -6 | 0.3 | 0
Cc1cc(NC(=O)CSc2ccc3nnc(-c4ccc(Cl)cc4)n3n2)no1 | 8 | 4 | -2 | -16 | -20 | 6 | 11 | 0.9 | -9
CCc1nnc(NC(=O)Cn2nc(-c3ccc(OC)c(OC)c3)ccc2=O)s1 | -15 | 0 | -4 | 12 | -21 | -1 | -7 | -0.3 | 2
Cc1c(NC(=O)NCCN2C(=O)C3C4C=CC(C4)C3C2=O)c(=O)n(-c2ccccc2)n1C (stereo unspecified) | -2 | -1 | -4 | 11 | 0 | -7 | -4 | -0.2 | -1
Cc1c(C(=O)Nc2nnc(C(F)(F)F)s2)oc2ccccc12 | 5 | 6 | 2 | -7 | -6 | 1 | 9 | 1.3 | -1
CC(=O)N1CCN(C(=O)c2oc3ccccc3c2C)CC1 | 5 | -1 | -3 | -7 | 3 | 13 | -1 | 0.8 | -14
Cc1ccc(CN(Cc2ccccc2)C(=S)Nc2ccccc2C)o1 | -20 | 0 | -4 | -8 | -26 | 3 | 16 | 1.1 | -3
Nc1[nH]c(C(=O)c2ccc(Br)cc2)c(-c2ccc(Br)cc2)c1C(=O)NCCc1c[nH]c2ccccc12 | -6 | 2 | x | 0 | x | x | 7 | 0.2 | x
COc1ccccc1-c1nc(-c2ccc(Br)cc2)no1 | -3 | 6 | -4 | -1 | -35 | -1 | -6 | 0.1 | 4
CCOC(=O)N1CCN(C(=O)CN(c2ccc(Cl)c(C(F)(F)F)c2)S(C)(=O)=O)CC1 | 0 | 3 | -3 | -8 | -26 | 9 | 14 | 0.5 | -11
Cc1cc(NC(=O)c2cccc(F)c2)no1 | -2 | 4 | -3 | 0 | -8 | 2 | 10 | -0.2 | -3
O=C(Cn1nnc(-c2ccc(Cl)cc2)n1)NCc1ccco1 | -14 | 6 | -5 | 3 | -3 | 4 | 15 | 0.4 | 5
O=C(C1=C(O)C(=O)N(CCOCCO)C1c1cccc([N+](=O)[O-])c1)c1cccs1 (stereo unspecified) | -34 | 1 | 0 | 0 | -6 | 11 | -17 | 0.3 | -8
COc1ccc(/C=N/N=C2\SC(CC(=O)O)C(=O)N2c2ccccc2)c(OC)c1 (stereo unspecified) | -14 | 2 | -1 | -12 | -6 | 2 | 2 | 0.0 | 0
CC(=O)Nc1ccc(-c2sc(Nc3cccc4ccccc34)n[n+]2-c2ccccc2)cc1 | 5 | 12 | -5 | -12 | -17 | 5 | 15 | -0.1 | -16
O=C(CCC(NC(=O)OCc1ccccc1)C(=O)O)OCc1ccccc1 (stereo unspecified) | -16 | 4 | -1 | -2 | 2 | 6 | 2 | -0.1 | -7
CCOC(=O)c1sc(NC(=O)CSc2n[nH]c(-c3ccc(Cl)cc3Cl)n2)c(C#N)c1C | -11 | 9 | -2 | 8 | -4 | -3 | -6 | 0.0 | 1
CCOc1ccc(N2CC(C(=O)NCCc3c[nH]c4ccc(OC)cc34)CC2=O)cc1 (stereo unspecified) | 5 | 0 | -3 | -1 | -23 | -1 | -22 | 0.6 | 7
Cn1c(=O)c2c(nc(Br)n2C)n(C)c1=O | -9 | 1 | 0 | 3 | 15 | 7 | 3 | -0.1 | -34
Cc1cc(C)nc(SSc2nc(C)cc(C)n2)n1 | 26 | 46* | 7 | -3 | -8 | 16 | 4 | 3.0 | -24
NCCSC1CC(=O)N(c2ccc(Cl)c(Cl)c2)C1=O (stereo unspecified) | 27 | 5 | -3 | -5 | -7 | 10 | 10 | 1.9 | -14
COc1cccc(NC(=O)N(C)C[C@@H]2OCc3cnnn3CCCC(=O)N([C@@H](C)CO)C[C@H]2C)c1 | 3 | -1 | -5 | -1 | x | 3 | -9 | 0.0 | -9
COc1cccc(CN2CCC2(C)C(=O)Nc2cccc(NS(C)(=O)=O)c2)c1OC (stereo unspecified) | -2 | 0 | -4 | -11 | x | -4 | 8 | 1.9 | -2
CCN(CC)S(=O)(=O)c1ccc(S(=O)(=O)N2CCN(CCC#N)CC2)cc1 | 19 | 0 | -2 | -11 | -10 | 10 | 30 | 0.1 | -17
O=C(c1ccc(S(=O)(=O)N2CCOCC2)cc1)N1CCc2ccccc21 | -10 | 1 | -3 | -3 | -15 | 1 | -6 | 0.0 | 0
CCCC(C(=O)NC1CCCC1)N(Cc1ccccc1Cl)C(=O)c1snc(C(N)=O)c1N (stereo unspecified) | 2 | 5 | 0 | -11 | -28 | -3 | 0 | 0.9 | -4
CC(CCc1ccco1)NC(=O)c1cc2c(-c3ccccc3F)nn(C)c2s1 (stereo unspecified) | 22 | 3 | -5 | -19 | -16 | 2 | 14 | 0.8 | -10
Nc1nc(SCC(=O)NC2CCCc3ccccc32)n[nH]1 (stereo unspecified) | -22 | 2 | -2 | -10 | 0 | 4 | -3 | 0.1 | -2
O=C(NC(=S)NCC1CCCO1)c1ccco1 (stereo unspecified) | -14 | 3 | -2 | -12 | 3 | 13 | 6 | 0.8 | -14
COc1ccc(CCN2CCCn3c2nc2c3c(=O)n(C)c(=O)n2C)cc1OC | 1 | 5 | -4 | -12 | x | 4 | -4 | 1.6 | -6
CC(NO)C(C)(C)NO (stereo unspecified) | -15 | 8 | -2 | -6 | 0 | 0 | 12 | 0.4 | -15

Profiles, looked up by structure:
Profile of O=C(NC(=S)NCC1CCCO1)c1ccco1 (stereo unspecified) → TAAR1 antagonist: -14; TAAR1 agonist: 3; M1 ag: -2; CHO-K1 Ca antag: -12; CHO parental Ca: 3; M1 PAM: 13; M1 PAM parental: 6; CHO-K1 Ca ag: 0.8; M1 antag: -14
Profile of O=C(c1ccc(S(=O)(=O)N2CCOCC2)cc1)N1CCc2ccccc21 → TAAR1 antagonist: -10; TAAR1 agonist: 1; M1 ag: -3; CHO-K1 Ca antag: -3; CHO parental Ca: -15; M1 PAM: 1; M1 PAM parental: -6; CHO-K1 Ca ag: 0.0; M1 antag: 0

New compounds follow
molecule | TAAR1 antagonist | TAAR1 agonist | M1 ag | CHO-K1 Ca antag | CHO parental Ca | M1 PAM | M1 PAM parental | CHO-K1 Ca ag | M1 antag
O=C(NC(=S)NCc1cccnc1)c1ccccc1[N+](=O)[O-] | -5 | 6 | -1 | 0 | 0 | -1 | 12 | 1.5 | 5
COC(=O)Cc1c(C)c2ccc(OCC(=O)N(C)C3CCS(=O)(=O)C3)cc2oc1=O (stereo unspecified) | -21 | 2 | -1 | -15 | 3 | 12 | 21 | 1.7 | -13
Cc1cccc(-c2noc(CN(C)C(=O)COc3ccccc3)n2)c1 | -3 | 0 | -1 | -9 | -12 | 3 | -17 | 6.3 | -4
CC(=O)c1ccc(S(=O)(=O)Oc2ccc(-c3ccc(C(=O)O)cc3)cc2)cc1 | 12 | 4 | 0 | -12 | 2 | 2 | -10 | 5.9 | 2
CCCCCCNc1ccc(C(=O)OCC)cc1 | -7 | -2 | -6 | 2 | x | 2 | 8 | 0.8 | -4
Cc1ccc(SCCC(=O)OCC(=O)NCC2CCCCC2)cc1 | 3 | 3 | -6 | 14 | -11 | 11 | -13 | 0.0 | -4
CCN1CCN(c2ccc(N3CCN(C(=O)c4ccc(Br)o4)CC3)nn2)CC1 | -13 | 2 | -5 | -7 | -10 | -18 | -23 | 0.2 | 35*
CC(=O)N1c2ccc(S(=O)(=O)N3CCCC3C(=O)NCc3ccccc3Cl)cc2CC1C (stereo unspecified) | -11 | 1 | -11 | -8 | -18 | 4 | 16 | 0.2 | -16
C=CCNC(=O)c1onc(CS(=O)(=O)c2cc(C)cc(C)c2)c1C(=O)NCC=C | 3 | 13 | -2 | -9 | -10 | 14 | -5 | 0.2 | -12
O=C(O)c1nn(-c2ccccc2)ccc1=O | 4 | 13 | -1 | -4 | 5 | 8 | 8 | 0.2 | -9
Cc1ccc(OCCN2C(=O)c3ccccc3C2=O)c(C)c1 | -11 | 0 | -4 | -3 | -15 | -1 | 2 | 0.2 | 6
CC1(Cc2ccc(Cl)s2)C(=O)Nc2c(Cl)ccc(Cl)c21 (stereo unspecified) | 27 | 3 | -6 | 2 | x | -20 | -17 | -0.4 | 32*
CC1CCN(C(=O)C2c3ccccc3C(=O)N3CCc4ccccc4C23)CC1 (stereo unspecified) | 3 | 7 | -5 | -15 | -18 | 7 | 25 | 0.4 | -3
COc1ccc(CNC(=O)C[C@H]2C[C@H](C(=O)N(C(C)C)C(C)C)[C@@]3(C)c4[nH]c5cc(CCC(=O)N(C)C)ccc5c4CCN3C2=O)cc1OC | -17 | -1 | -9 | -9 | -17 | -1 | -3 | -0.3 | 1
C[C@@H]1CN([C@@H](C)CO)C(=O)CCCn2nncc2CO[C@@H]1CN(C)S(=O)(=O)c1cccc(C#N)c1 | -3 | 1 | -4 | -6 | x | 2 | 12 | 1.3 | -5
Oc1ccccc1-c1cc(-c2ccc3c(c2)OCCO3)n[nH]1 | 20 | 6 | -5 | 0 | -3 | -2 | 12 | 2.3 | 1
